Hck-Nef inh – inhibitors of Nef-activated human Hck kinase, primary screen, biochemical, Z-Lyte FRET, 384-well, Hck-YEEI | Recombinant Hck-YEEI plus Nef, Z-Lyte FRET kinase assay | inhibition, % at 20 µM | 220,000 compounds, 0.68% hits | AID 463187, 2010;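 active means Hck-Nef kinase inhibition above about 50%, limit read from the data; inactive means inhibition below that limit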;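 further: 0% = DMSO with Hck plus Nef and 100% = Hck alone without Nef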
zVAD death inh – inhibitors of zVAD-triggered necroptosis, primary screen, L929 cells; L929 zVAD necroptosis rescue, ATP luminescence, 24 h; with zVAD 60 µM; viability rescue, % at 10 µM; 220,000 compounds, 0.38% hits; AID 1377, 2008;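 active means activation, scaled between plate controls, above about 75%, limit read from the data; inactive means activation under that limit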;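 further: 0% = zVAD with DMSO and 100% = DMSO alone without zVAD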
RBBP9 inhibitor – human RBBP9 inhibitors, primary screen, biochemical, fluorescence polarization, FP-Rh probe, HTS; Serine hydrolase RBBP9 (Homo sapiens), O75884; recombinant RBBP9; inhibition, % at 7.94 µM; 220,000 compounds, 0.2% hits;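 active means inhibition above the campaign mean of all tested compounds plus 3 SD, cut at about 14% in these data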;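 further: plate controls were DMSO wells with RBBP9 for no effect and wells lacking RBBP9 protein for full effect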
Target sequence (O75884 whole entry, looked up): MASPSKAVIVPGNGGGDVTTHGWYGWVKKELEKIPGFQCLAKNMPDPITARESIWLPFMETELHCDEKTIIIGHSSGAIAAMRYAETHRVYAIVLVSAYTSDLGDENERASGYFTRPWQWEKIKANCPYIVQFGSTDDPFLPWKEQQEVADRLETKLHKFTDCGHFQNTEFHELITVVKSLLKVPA
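System: RBBP9 protein / Quantity: 2.5 µM RBBP9 dispensing solution, before mixing / Also added: Serine-hydrolase probe FP-Rh, 375 nM pre-mixing / Dosing: 7.94 µM single dose, 0.794% DMSO / Timing: enzyme-compound preincubation 30 min, then probe labeling 45 min, 25 °C / Signal: FP readout at 525/598 nm / Controls: DMSO-treated enzyme wells and wells lacking RBBP9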
Runt-CBFb FRET – inhibitors of RUNX1 Runt–CBFb binding, primary screen, biochemical, FRET, Cerulean-Runt, Venus-CBFb, uHTS; Cerulean-Runt/Venus-CBFb FRET ratio 530/480, 1 h; inhibition, % at 20 µM; 220,000 compounds, 0.46% hits; AID 1496, 2009;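 active means inhibition over about 50% at 20 µM in the single-dose screen, limit read from the data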;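 further: 0% = DMSO wells and 100% = excess unlabeled CBFb competitor control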
Target sequence (Q01196 whole entry, looked up): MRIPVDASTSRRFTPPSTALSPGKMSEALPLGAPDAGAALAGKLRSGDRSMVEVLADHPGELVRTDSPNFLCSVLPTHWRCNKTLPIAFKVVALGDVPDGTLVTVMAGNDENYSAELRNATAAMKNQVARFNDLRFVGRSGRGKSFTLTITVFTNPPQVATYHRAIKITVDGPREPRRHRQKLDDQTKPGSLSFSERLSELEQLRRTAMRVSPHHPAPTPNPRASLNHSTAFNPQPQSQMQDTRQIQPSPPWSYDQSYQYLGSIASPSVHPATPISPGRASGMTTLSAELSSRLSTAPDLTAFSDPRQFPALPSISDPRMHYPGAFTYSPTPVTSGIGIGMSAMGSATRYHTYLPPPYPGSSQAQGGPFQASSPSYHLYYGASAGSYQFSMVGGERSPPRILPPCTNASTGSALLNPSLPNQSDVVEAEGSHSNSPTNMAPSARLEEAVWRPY
Target sequence (Q13951 whole entry, looked up): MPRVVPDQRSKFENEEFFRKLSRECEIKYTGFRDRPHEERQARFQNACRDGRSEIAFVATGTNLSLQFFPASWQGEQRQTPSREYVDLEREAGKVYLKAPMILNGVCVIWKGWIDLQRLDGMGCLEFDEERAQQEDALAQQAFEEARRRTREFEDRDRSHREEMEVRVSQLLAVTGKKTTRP
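test system = Cerulean-tagged RUNX1 Runt domain (FRET donor) fusion protein | reagent = Venus-CBFb binding partner, 100 nM | incubation = protein complex preformed 1 h, compound exposure 1 h, room temperature, dark | detection = FRET fluorescence | read-out basis = loss of energy transfer signal | controls = 5 µM unlabeled CBFb as full-inhibition high control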
TNF necrop inh – inhibitors of TNF-alpha triggered necroptosis, primary screen, cell-based, Jurkat FADD-/-, single concentration. Jurkat FADD-/- TNF necroptosis rescue, ATP luminescence, 24 h; 0 = TNF only, 100 = no-TNF cells. activation (protection from cell death), % at 10 µM. 220,000 compounds, 0.068% hits;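 active means activation, meaning protection from cell death, of at least 50% relative to plate controls; inactive means activation below 50%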;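 further: necroptosis triggered by 40 ng/mL TNF-alpha added together with compound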
Runt-SMMHC FRET – inhibitors of RUNX1 Runt–CBFb-SMMHC binding, primary screen, biochemical, FRET, Cerulean-Runt, Venus-CBFb-SMMHC, uHTS; Cerulean-Runt/Venus-CBFb-SMMHC FRET ratio 530/480, 1 h; AID 1434, 2008; inhibition, % at 20 µM; 220,000 compounds, 0.74% hits; Runt-related transcription factor 1 (Homo sapiens) + Core-binding factor subunit beta …;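 active means mean inhibition across duplicate retests at 20 µM reaching about 50%, limit read from the data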;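 further: 0% = DMSO wells and 100% = wells with excess untagged CBFb-SMMHC; inhibitors lower the FRET ratio by blocking Runt binding to CBFb-SMMHC; some results filed as inactive read as strong as hits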
PERK inh – block of dimerizer-induced PERK translation repression, primary screen, PERK inhibitor project, CHO PERK-DD cells, SEAP luminescence, HTS | 220,000 compounds, 0.17% hits | AID 1416, 2008 | inhibition, % at 5.6 µM | CHO PERK-DD fusion, SEAP luminescence translation reporter | Eukaryotic translation initiation factor 2-alpha kinase 3 (Homo sapiens), Q9NZJ5;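 active means inhibition above the mean inhibition of all tested compounds plus 3 SD, set separately per screening campaign, cut at about 2.9% in these data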;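 further: PERK kinase domain activated by AP20187 dimerizer at 100 nM; 0% = DMSO with dimerizer and 100% = rapamycin at 8.4 µM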
EP2 antag – human EP2 receptor antagonists, primary screen, TR-FRET cAMP, C6 glioma cells. 260,000 compounds, 0.52% hits. inhibition, % at 25 µM. C6 glioma cells expressing human EP2; cells stimulated with saturating PGE2. Prostaglandin E2 receptor EP2 subtype (Homo sapiens), P43116. AID 1422, 2008;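 active means percent inhibition above 40 after rounding to a whole number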;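 further: rat C6 glioma host cells with rolipram phosphodiesterase inhibitor present; the protocol text gives 20 µM as final concentration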
EP2 modulator – EP2 receptor modulators, cAMP readout, primary screen, cell-based, HTRF cAMP, PGE2 stimulation. Prostaglandin E2 receptor EP2 subtype (Homo sapiens), P43116. AID 940, 2007. induction, % at 25 µM. 260,000 compounds, 0.83% hits. EP2-expressing cells, cAMP HTRF FRET, PGE2 co-stimulation;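 active means compounds whose cAMP rise, as percent of the full-agonist control response, exceeds 60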;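 further: rat C6 glioma line stably carrying human EP2 under a CMV promoter; the protocol text gives 20 µM as final concentration; 100% = response of wells given 1 µM PGE2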
Starred values were filed as active, the others as inactive; · = no result given.

SMILES	Hck-Nef inh	zVAD death inh	RBBP9 inhibitor	Runt-CBFb FRET	TNF necrop inh	Runt-SMMHC FRET	PERK inh	EP2 antag	EP2 modulator
Cc1ccc2[nH]c(=O)c(CN(CCCN3CCOCC3)C(=O)NC3CCCCC3)cc2c1	-1	-0.1	-7	0	-2.9	-1	-0.4	4	17
N=C1SCC(=O)N1c1ncc(Cc2cccc(Cl)c2)s1	21	4.5	-5	·	1.2	·	-0.2	5	21
Cc1oc2cc(OCc3cnn(-c4ccccc4)c3)ccc2c(=O)c1Oc1ccccc1F	0	0.1	-4	2	1.4	-3	0.9	10	11
Cc1cc(C(C)(C)C)oc1C(=O)N(CC(=O)NC1CCCC1)Cc1ccc(F)cc1	3	-0.2	-1	-3	-1.3	0	1.1	8	28
CNc1ccccc1C(C)(C)c1cc(-c2ccco2)n[nH]1	3	0.3	2	29	-0.7	7	-0.2	3	-23
O=C(NCCc1ccc(Cl)cc1)C1CCN(c2ncccn2)CC1	16	5.0	-11	1	-0.6	3	-0.2	6	-25
O=C(N/N=C/c1ccc(OCCCF)cc1)c1cc(OCC(F)(F)F)ccc1OCC(F)(F)F	1	-0.1	1	1	-3.4	-4	0.7	9	27
O=C(Cn1cnc2c(nnn2Cc2ccc(F)cc2)c1=O)OCc1ccccc1	6	-0.6	-3	-4	-1.2	4	-0.1	7	22
CNC(=O)c1ccsc1NC(=O)c1coc2ccccc2c1=O	17	1.1	-1	8	-1.9	5	0.0	8	-11
O=c1c(C(c2ccc(Br)cc2)c2c(O)nc3n(c2=O)CCS3)c(O)nc2n1CCS2	14	0.1	-11	1	-2.7	2	1.4	8	-13
Cc1ccc(C2=NN3C(C2)c2ccccc2OC32C(=O)Nc3ccccc32)cc1 (stereo unspecified)	0	0.0	-3	8	-3.3	7	1.4	12	2
CN(C)c1cc[n+](CC(=O)c2ccc(-c3ccccc3)cc2)cc1	-12	-0.9	6	2	-6.0	4	0.7	3	7
COc1nc(NCCO)nc(Nc2ccc([N+](=O)[O-])cc2)n1	5	2.5	-6	8	5.5	2	0.5	4	20
O=C(c1cccs1)c1coc2ccc(O)c(CN3CCOCC3)c12	1	0.2	7	-1	1.1	4	-1.1	4	-2
COc1cc(/C=N/N=C/c2c[nH]c(=O)c(C#N)c2Nc2ccccc2)ccc1O	25	-0.4	1	0	-0.8	0	0.5	7	-2
CCOC(=O)c1c(C)[nH]c(C(=O)OCCOc2ccc(Cl)cc2)c1C	-1	0.8	-1	-1	1.2	-1	0.0	6	-16
N#Cc1c(Cn2cncn2)nc(=O)n(-c2ccccc2)c1N	-2	0.5	-3	2	-0.7	2	1.5	10	6
COc1ccc(C2=CC(c3ccco3)n3ncnc3N2)cc1 (stereo unspecified)	-48	1.2	-2	-64	-2.5	87*	0.7	4	-22
O=C(Nc1cc(Cl)ccc1N1CCOCC1)c1ccc2c(c1)OCCO2	26	-0.2	-5	0	0.3	-1	-0.6	6	46
CC(C)CC(NC(N)=O)C(=O)OCC(=O)Nc1ccc(SC(F)F)cc1 (stereo unspecified)	29	1.6	-12	0	-0.2	-3	0.0	5	-13
O=C(NC(=S)Nc1ccccc1N1CCCC1)c1ccc(-c2cccc([N+](=O)[O-])c2)o1	-1	0.3	-7	7	-0.7	-3	-0.1	3	18
Cc1ccc(C(=O)c2sc3nc4c(cc3c2N)CCC4)cc1	0	0.9	-3	11	0.2	57	0.5	7	2
Cc1ccc(/C=C2/SC(=S)N(CCC(=O)N3CCN(C)CC3)C2=O)cc1	21	1.4	-15	0	-3.6	-1	0.8	6	-4
O=C(CCN1CCN(S(=O)(=O)c2ccc(Cl)cc2)CC1)Nc1ccccc1F	15	0.0	0	-7	0.6	0	2.1	2	-9
CC1=NN(c2ccccc2)C(=O)C1C(=O)c1cc([N+](=O)[O-])cc([N+](=O)[O-])c1 (stereo unspecified)	17	2.5	-4	-2	0.1	-1	0.4	3	26
COc1ccc(N2CCN(C(=O)c3ccc(C)c(Cl)c3)CC2)cc1	2	-0.1	-3	-1	1.1	-1	0.4	8	14
CSc1ccc(NC(=O)NCc2ccccc2)cc1	22	2.1	-3	-2	6.9	3	-0.4	7	-12
O=c1/c(=C/c2ccco2)sc2n1CN(c1cccc(Br)c1)CN=2	-2	1.3	-2	8	2.1	-5	0.7	·	-47
Clc1cccc(Cl)c1CSc1nnc([C@@H]2CCCN2)o1	6	0.5	-9	-2	-0.5	2	-0.2	17	4
N/C(=N\c1nc(CSc2ccccn2)cc(=O)[nH]1)Nc1ccc(Cl)cc1Cl	24	1.0	6	0	1.3	-1	1.0	3	11
O=C(Nc1ccc(Cl)cc1)c1cccc(N2C(=O)C3C4CCC(C4)C3C2=O)c1 (stereo unspecified)	4	·	-9	-2	-1.7	-1	-0.7	9	-14
CCOCCCNC(=O)c1c[nH]c2ccc(S(=O)(=O)Nc3cccc(OC)c3)cc2c1=O	7	0.2	-1	2	0.1	-4	1.8	12	3
CN(CC(CC(=O)Nc1nncs1)c1ccccc1)S(=O)(=O)c1ccccc1 (stereo unspecified)	4	0.2	-6	2	0.0	-1	0.1	5	13
CCNC(=O)CC1C(=O)N(c2ccc(F)cc2)C(=O)N1CCc1sccc1C (stereo unspecified)	0	1.6	-8	-1	-1.1	-2	1.0	2	0
Cc1nn(-c2cc(C)c3ccccc3n2)c2c1C1C(C2)C1(C)C (stereo unspecified)	3	-0.6	-8	-5	-2.0	2	-0.2	6	7
COc1cc(C=C2C(=O)OC(c3ccccc3)OC2=O)cc(Br)c1O (stereo unspecified)	17	2.7	-3	2	-0.8	2	0.4	5	-78
COC(=O)c1sccc1NC(=O)COc1ccccc1Cl	-1	-0.2	-6	-3	0.4	-4	0.8	8	16
CCC(=O)NC(C)c1nc2ccccc2n1C (stereo unspecified)	-7	2.3	-3	-1	1.9	0	0.4	4	-2
CCOC(=O)c1sc2nc(NC(=O)C(C)(C)C)sc2c1C	16	3.1	-1	0	-0.1	3	-0.7	·	-13
O=C(N/N=C\c1cccc(Br)c1)c1ccccc1-n1cccc1	-2	0.1	1	1	0.5	-1	-0.1	17	-14
CC[C@H](C)C(C(=O)N1CCN(C(=O)OC(C)(C)C)CC1)n1cc(C(CO)NC(=O)OC(C)(C)C)nn1 (stereo partly specified)	-10	-0.2	0	-4	0.4	-1	1.1	12	3
O=C(O)CC1NC(=O)N(c2ccccc2)C1=O (stereo unspecified)	-10	-0.2	-2	-3	0.0	-6	0.3	12	-12
NC(=O)N/N=C/c1coc2ccc(O)cc2c1=O	31	-0.5	-2	3	-2.9	-7	2.5	2	3
Cc1cc2nc(Cl)c(Cl)nc2cc1C	20	-0.1	-2	-1	1.8	1	0.4	6	20
CCn1ncc(/C=C/C(=O)NCc2cnn(C)c2C)c1C	1	0.3	1	0	-1.2	4	0.5	1	-2
Clc1ccc(-c2nc(Cc3ccccc3Cl)no2)cc1	2	-0.1	5	0	0.3	0	1.6	11	25
O=c1c2cc3c(cc2[nH]c(=S)n1Cc1ccco1)OCO3	0	0.3	-7	8	-2.6	-2	-0.1	·	9
COC(=O)C(F)(Sc1c(C)n(C)n(-c2ccccc2)c1=O)C(F)(F)F (stereo unspecified)	-3	0.7	-5	2	3.2	1	0.4	4	-12
CCOC(=O)C1CCCN(C(=O)c2cn(CC)c3ccc(S(=O)(=O)N4CCCC4)cc3c2=O)C1 (stereo unspecified)	1	2.1	-2	7	1.4	50	1.1	7	-5
C=C(C)C(=O)N1CC2(CC(c3cccc(NC(=O)c4ccccc4)c3)=NO2)C[C@@H]1C(N)=O (stereo partly specified)	2	0.1	-1	-2	-1.8	-1	0.9	4	1
CCOC(=O)c1c(C)[nH]c(C(=O)CSc2ccc(Cl)cc2)c1C	-2	-0.4	1	1	1.3	-2	0.3	8	12
COc1ccccc1NC(=O)Nc1ccc2c(c1)OCCO2	7	-0.9	0	0	-1.9	3	0.3	5	-16

8 of the compounds above, with two lines to a compound.
Fields – Hck-Nef inh | zVAD death inh | RBBP9 inhibitor | Runt-CBFb FRET | TNF necrop inh | Runt-SMMHC FRET | PERK inh | EP2 antag | EP2 modulator
Cc1ccc2[nH]c(=O)c(CN(CCCN3CCOCC3)C(=O)NC3CCCCC3)cc2c1
→ -1 | -0.1 | -7 | 0 | -2.9 | -1 | -0.4 | 4 | 17
N=C1SCC(=O)N1c1ncc(Cc2cccc(Cl)c2)s1
→ 21 | 4.5 | -5 | · | 1.2 | · | -0.2 | 5 | 21
Cc1oc2cc(OCc3cnn(-c4ccccc4)c3)ccc2c(=O)c1Oc1ccccc1F
→ 0 | 0.1 | -4 | 2 | 1.4 | -3 | 0.9 | 10 | 11
Cc1cc(C(C)(C)C)oc1C(=O)N(CC(=O)NC1CCCC1)Cc1ccc(F)cc1
→ 3 | -0.2 | -1 | -3 | -1.3 | 0 | 1.1 | 8 | 28
CNc1ccccc1C(C)(C)c1cc(-c2ccco2)n[nH]1
→ 3 | 0.3 | 2 | 29 | -0.7 | 7 | -0.2 | 3 | -23
O=C(NCCc1ccc(Cl)cc1)C1CCN(c2ncccn2)CC1
→ 16 | 5.0 | -11 | 1 | -0.6 | 3 | -0.2 | 6 | -25
O=C(N/N=C/c1ccc(OCCCF)cc1)c1cc(OCC(F)(F)F)ccc1OCC(F)(F)F
→ 1 | -0.1 | 1 | 1 | -3.4 | -4 | 0.7 | 9 | 27
O=C(Cn1cnc2c(nnn2Cc2ccc(F)cc2)c1=O)OCc1ccccc1
→ 6 | -0.6 | -3 | -4 | -1.2 | 4 | -0.1 | 7 | 22

This is a subset; the hit share may differ from the screen's.
